BRCA1 expr act – qHTS Assay to Identify Small Molecule Activators of BRCA1 Expression; MCF7-BRCA1-FFLuc reporter, luminescence, 48 h; response scale: scaled: vehicle 0%, 10 µM genistein 100%; Potency, µM (doses to about 46.1 µM), inactives show at the highest dose activation, usual class: activators; 380,000 tested, 1.1% active; AID 624202, 2012; active means well fitted activation curve with a large enough effect; further: nearly all actives have a fitted effect of over 80% in size; some results filed as inactive show a strong effect at the top dose
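First, MCF7-BRCA1-FFLuc cells (2000/well) attach for 2 h; next, compounds are pin-added and incubated 48 h at 37 °C; finally, luciferase reagent is added and luminescence read after 15 min.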
An asterisk follows results filed as active. Potency means the concentration at half of the fitted maximal effect. Only part of the results is shown; rates above refer to the full screens.

SMILES | BRCA1 expr act
Cc1c(C(=O)NCc2ccc(F)cc2)sc(=O)n1Cc1ccccc1 | -5.8%
CCOc1ccc(N(C)C(=O)CS(=O)(=O)c2cccc3nsnc23)cc1 | 16.1%
Cc1cc(-c2ccc(C)c(S(=O)(=O)NC(c3cccs3)C(C)C)c2)on1 (configuration not stated) | -25.0%
CC(C)NC(=O)c1cc(-c2ccc(F)cc2OC(C)C)n[nH]1 | -16.3%
CCOC(=O)C1(C)CCCN1C(=O)c1c(F)cccc1F (configuration not stated) | 0.6%
COc1ccc2c(c1)C(C)(Cc1ccc(C(=O)c3ccccc3)cc1)C(=O)N2 (configuration not stated) | -20.0%
c1ccc(COc2cccc(-c3cc4nc(NCCOc5ccccc5)ccn4n3)c2)cc1 | -45.7%
CCOC(=O)c1c(C)[nH]c(C)c1S(=O)(=O)N1CCC(C(=O)NCc2ccc(C)cc2)CC1 | -16.5%
COCCNc1nc(Oc2ccc(NC(C)=O)cc2)c2sc(-c3ccccc3)cc2n1 | 0.0%
CCCN(C(=O)c1cn(CC(C)C)c(=O)c2cc(OC)c(OC)cc12)c1cccc(C)c1 | -26.9%
COc1ccc(S(=O)(=O)NCCc2sc(C)nc2C)cc1F | 0.2%
COC(=O)[C@]12CCCCC=C1N(Cc1cccc3ccccc13)C(=O)[C@H](CC(=O)N1CCSCC1)C2 | -29.3%
Cn1ccc2c(-c3ccc(F)cc3)cc3c(c21)C1CCC3C1 (configuration not stated) | 8.5%
Cc1ccc(/C=C/c2onc(C)c2S(=O)(=O)N2CCC(C(=O)N3CCN(c4cccc(C)c4)C(C)C3)CC2)cc1 (configuration not stated) | -5.7%
CC1(C(=O)NS(=O)(=O)c2ccccc2)CCN1C(=O)C/C=C/c1ccccc1 (configuration not stated) | 20.5%
COC(=O)CCCC[C@@H]1O[C@H](CCc2ccccc2)Cc2[nH]c(=S)[nH]c(=O)c21 | -0.1%
CCC1(C)NC(c2ccc3c(c2)OCO3)=CC(c2ccccc2O)N1 (configuration not stated) | -23.1%
Cc1cc([N+](=O)[O-])ccc1NC(=O)CSc1nccn1C | -10.5%
COc1cccc(NC(=O)C2CCN(S(=O)(=O)c3c(C)noc3C)CC2)c1 | 18.7%
Cc1cccc(C)c1NC(=O)Cn1c(=O)n(Cc2ccco2)c(=O)c2ccc(C(=O)NC3CCCC3)cc21 | 1.7%
Oc1c(C(Nc2cccnc2)c2ccccc2F)ccc2cccnc12 (configuration not stated) | -65.2%
O=C(COc1ccccc1C(=O)NCc1ccccc1)Nc1ccc(Br)cc1 | -46.1%
CN(C)c1ccc(/C=C2\C=Nc3ccccc32)cc1 | 0.0%
O=C(NC1CCCC1)c1cnn2c1NC(=C1CC1)C=C2C(F)F | -16.8%
CN(C)c1ccc(-c2ccnc3c2CC(C)(C(=O)NCc2cccc(Cl)c2)O3)cc1 (configuration not stated) | 0.0%
(more compounds)
SMILES | BRCA1 expr act
COc1cccc(CNC(=O)[C@@H]2CCCN2C(=O)OC(C)(C)C)c1 | 0.0%
CCCCNC(=O)C1(C)CCN1C(=O)c1cc2ccccc2s1 (configuration not stated) | 2.6%
CC1(C(=O)NCc2ccc3c(c2)OCO3)CCN1C(=O)CCc1ccc(Cl)cc1Cl (configuration not stated) | 8.9%
O=C(NCc1ccccc1)[C@@H]1CCCN1C(=O)[C@@H]1CCCN1C(=O)c1ccc(Cl)cc1Cl | 7.4%
Cc1ccc(CC(=O)N(Cc2nc(-c3ccc(C)cc3)no2)C(C)C)cc1 | -9.3%
OC(c1ccc(Cl)cc1)c1ncc(-c2ccccc2F)[nH]1 (configuration not stated) | 44.8%
COc1ccc(C(=O)/C=C/c2cn(CC(O)CN(CC(C)C)CC(C)C)c3ccccc23)cc1 (configuration not stated) | 16.1%
Cc1ccc2c(c1)c1c(c(=O)n(-c3ccccc3C)c(=O)n1CC(=O)NCCC1=CCCCC1)n2C | 1.6%
CCOc1ccc(C(=O)c2cn(CC(=O)Nc3cc(OC)cc(OC)c3)c3ccc(F)cc3c2=O)cc1 | -40.0%
COC(=O)c1ccc2nc(-c3ccc(OC)c(OC)c3)c(Cc3ccccc3)n2c1 | -5.7%
Cc1ccc(NC(=O)CSc2nc(=O)n(Cc3ccco3)c3c2CCC3)cc1F | -32.8%
Cc1cc(-c2nc3ncccc3o2)ccc1NC(=O)c1ccccc1Br | 73.5%
CCn1c(CNC(=O)c2ccc(OC)cc2)nnc1SCC(=O)Nc1ccc(OC)cc1 | 0.0%
Cc1cc2nc(-c3cccc(Cl)c3)c(Cc3cccc(Cl)c3)n2c(C)c1Br | 0.0%
Cc1cccc(C)c1Nc1c(-c2ccccc2Cl)nc2cnccn12 | -44.5%
CC(C)C[C@H]1CNC(=O)C(=O)N1C[C@@H]1CCCN1C[C@H](CC(C)C)N1C[C@H](Cc2ccccc2)N(CCc2ccccc2)C(=O)C1=O | 7.0%
COc1cc(NC(=O)CN(c2ccc(C)cc2)S(=O)(=O)c2cccc3nonc23)cc(OC)c1 | -20.6%
Cc1ccc(S(=O)(=O)N(C)C[C@@H]2OCc3cn(nn3)CCCC(=O)N([C@H](C)CO)C[C@H]2C)cc1 | 7.8%
O=C(NC(c1ccccc1)c1ccsc1)C1CCN(Cc2ccccc2)CC1 (configuration not stated) | 12.6%
Cc1ccccc1Cn1cc(S(=O)(=O)c2ccc(F)cc2)c(=O)c2cc3c(cc21)OCO3 | -12.6%
COc1ccc2c(c1)c1c(c(=O)n(-c3ccccc3)c(=O)n1CC(=O)NCCC1=CCCCC1)n2C | -0.8%
CC(=O)c1cccc(-c2cnc3c(NC=O)cc(-c4ccc(F)cc4)cn23)c1 | -52.8%
Nc1ccn(C2OC(CO)C(O)C2F)c(=O)n1 (configuration not stated) | 14.7%
COc1ccc(NC(=O)CN2C(=O)CCc3cc(S(=O)(=O)N4CCOCC4)ccc32)c(OC)c1 | 15.4%
CCOC(=O)c1sc2nc(OCCN3CCOCC3)cc(C)c2c1N | 4.6%

Nothing new here: 13 of the compounds above.
SMILES | BRCA1 expr act
OC(c1ccc(Cl)cc1)c1ncc(-c2ccccc2F)[nH]1 (configuration not stated) | 44.8%
COc1ccc(C(=O)/C=C/c2cn(CC(O)CN(CC(C)C)CC(C)C)c3ccccc23)cc1 (configuration not stated) | 16.1%
Cc1ccc2c(c1)c1c(c(=O)n(-c3ccccc3C)c(=O)n1CC(=O)NCCC1=CCCCC1)n2C | 1.6%
CCOc1ccc(C(=O)c2cn(CC(=O)Nc3cc(OC)cc(OC)c3)c3ccc(F)cc3c2=O)cc1 | -40.0%
COC(=O)c1ccc2nc(-c3ccc(OC)c(OC)c3)c(Cc3ccccc3)n2c1 | -5.7%
Cc1ccc(NC(=O)CSc2nc(=O)n(Cc3ccco3)c3c2CCC3)cc1F | -32.8%
Cc1cc(-c2nc3ncccc3o2)ccc1NC(=O)c1ccccc1Br | 73.5%
CCn1c(CNC(=O)c2ccc(OC)cc2)nnc1SCC(=O)Nc1ccc(OC)cc1 | 0.0%
Cc1cc2nc(-c3cccc(Cl)c3)c(Cc3cccc(Cl)c3)n2c(C)c1Br | 0.0%
Cc1cccc(C)c1Nc1c(-c2ccccc2Cl)nc2cnccn12 | -44.5%
CC(C)C[C@H]1CNC(=O)C(=O)N1C[C@@H]1CCCN1C[C@H](CC(C)C)N1C[C@H](Cc2ccccc2)N(CCc2ccccc2)C(=O)C1=O | 7.0%
COc1cc(NC(=O)CN(c2ccc(C)cc2)S(=O)(=O)c2cccc3nonc23)cc(OC)c1 | -20.6%
Cc1ccc(S(=O)(=O)N(C)C[C@@H]2OCc3cn(nn3)CCCC(=O)N([C@H](C)CO)C[C@H]2C)cc1 | 7.8%

Other compounds:
SMILES | BRCA1 expr act
Cc1cnc2c(C)cccc2c1/C=C/c1ccc(N(C)C)cc1 | 0.0%
COc1cc2c(c(OC)c1)C(c1cc(OC)c(OC)c(OC)c1)CC(=O)N2 (configuration not stated) | -6.3%
c1csc(CNc2nc(Oc3ccncc3)c3sccc3n2)c1 | -21.6%
CC(C)CNC(=O)C1(C)CCCN1C(=O)C(C)(C)Oc1ccc(Cl)cc1 (configuration not stated) | 6.1%
O=C(CC[C@H]1O[C@@H](n2ccc(=O)[nH]c2=O)[C@H](O)[C@@H]1O)NCc1ccccc1 | 4.9%
O=C(OCc1ccccc1)N1Cc2ccnnc2CC1c1ccccc1Br (configuration not stated) | -18.7%
CC1(C(=O)NS(=O)(=O)c2ccc(Cl)cc2)CCN1C(=O)c1ccccc1 (configuration not stated) | 14.0%
COc1cc(NC(=O)c2ccc(-c3cnn(C)c3)c3ccoc23)cc(OC)c1OC | 22.6%
CC(C)NC(=O)CCSc1nc(-c2ccc3c(c2)OCO3)cc(C(F)(F)F)n1 | -36.9%
CCn1cc(C(=O)N(C)c2ccc(C(C)C)cc2)c2cc(OC)c(OC)cc2c1=O | 7.9%
CCOc1ccc(CCNC(=O)CSc2nnnn2-c2ccc(C)cc2C)cc1OCC | -38.6%
N#Cc1cccc(S(=O)(=O)N2CCN(S(=O)(=O)c3ccc4c(c3)OCCO4)CC2)c1 | 1.8%
O=C(CCCn1c(=O)c2ccccc2n(CC(=O)Nc2cccc(C(F)(F)F)c2)c1=O)NCc1ccc2c(c1)OCO2 | 12.1%
Cc1nn(CC(=O)NC(C)c2ccccc2)c(=O)c2cc3occc3n12 (configuration not stated) | -11.4%
CCCCNC(=O)C1(C)CCN1C(=O)c1oc2ccccc2c1C (configuration not stated) | 4.5%
O=C(C[n+]1ccccc1Br)c1ccc(Cl)cc1 | 2.7%
COc1ccccc1-c1cnc(C(O)c2ccc(C)cc2)[nH]1 (configuration not stated) | 0.0%
CC(C)CCn1c(=O)c2cccnc2n(CC(=O)Nc2ccccc2)c1=O | -0.8%
Cc1ccc(-n2c(C)nc3c(cnn3-c3ccccc3C)c2=O)cc1F | 2.8%
O=c1ncccn1C1OC(CO)C(O)C1O (configuration not stated) | 0.6%
CCOC(=O)[C@]12CCC=C1N(CCC1=CCCCC1)C(=O)[C@H](CC(=O)N1CCCCC1)C2 | -10.8%
O=C(NCc1cccc(Cl)c1)C1Cc2c(-c3cccc(F)c3)ccnc2O1 (configuration not stated) | 0.0%
CCN(C(=O)Cn1c(=O)oc2cc(S(=O)(=O)N3CCCCC3)ccc21)c1ccccc1 | 53.6%
COc1ccc(-c2ccc(C(=O)Nc3ccc(NC(C)=O)cc3)c3occc23)c(C)c1 | -19.8%
Cc1ccc(Sc2c(C)nn(C(=O)c3ccc(Cl)cc3)c2C)cc1 | 6.1%
Next part.
SMILES | BRCA1 expr act
Cc1ccc(S(=O)(=O)N2CCN(c3nc(-c4cncnc4)nc4ccccc34)CC2)cc1 | 17.6%
C[C@@H](c1ccccc1)N1C[C@H](COCc2ccccc2)Oc2cc(N3CCC[C@H]3C(N)=O)ccc2S1(=O)=O | -18.8%
CCc1nc2c(OCc3c(C)noc3C)cccn2c1N(C=O)Cc1ccc(OC)cc1 | 8.3%
Cc1cnc2ccccc2c1/C=C/c1ccc(N)cc1 | -43.3%
CC1CCN(C(=O)CN2CCSc3ccc(S(=O)(=O)N(C)C)cc32)CC1 | 0.7%
COc1ccc2nc(NC(=O)c3ccc(S(=O)(=O)N4CCC(C)CC4)cc3)sc2c1 | -9.2%
O=[N+]([O-])c1ccc(O/N=[N+](\[O-])N2CCCCC2)c([N+](=O)[O-])c1 | 6.4%
O=C(NCc1ccc(F)cc1F)[C@@H]1CCCN1C(=O)[C@@H]1CCCN1C(=O)c1ccccc1 | 7.8%
CC(C)c1cccc(-c2csc(C(C)(O)c3ccc(F)c(F)c3)n2)c1 (configuration not stated) | -15.7%
CCOC(=O)C(=O)N(C)c1c(CC)nc2c(OCc3ccccc3)cccn12 | 12.6%
Cc1noc(C)c1-c1ccc(C(=O)NC2CCCCC2)c2occc12 | -32.0%
O=C(c1ccc([N+](=O)[O-])cc1)N(Cc1ccco1)c1ccccn1 | 2.2%
O=[N+]([O-])c1ccc(CN2CC(N3CCC(c4ccccc4)CC3)CS2(=O)=O)cc1 (configuration not stated) | -14.6%
COCCNC(=O)C1CCCN(C(=O)c2nc3ccccc3s2)CC1 (configuration not stated) | 2.4%
O=C(NC1(C(F)(F)F)NC(=O)N(CCc2ccccc2)C1=O)c1ccccc1F (configuration not stated) | 2.0%
CN(C)CCN1CCN(C(c2cc3ccccc3o2)c2nnnn2C(C)(C)C)CC1 (configuration not stated) | 8.6%
c1cc(N2CCOCC2)ccc1-c1ccc2nncn2c1 | -5.5%
COc1ccc(N2CCN(C(=O)c3cnn(-c4ccc(F)cc4)c3-n3cccc3)CC2)cc1 | -4.7%
CCN(CC)c1cc(C)nc2nc(-c3ccc(C)cc3)nn12 | -24.6%
O=C1CC(c2ccccc2)Sc2ccccc2N1Cc1ccccc1F (configuration not stated) | -29.6%
CCOC(=O)c1cc(S(=O)(=O)Nc2ccc(OC)c(Cl)c2)[nH]n1 | 4.5%
NC(=O)c1cccc(-c2ccnc3c2CC(C(=O)NCCc2ccccc2)O3)c1 (configuration not stated) | -23.9%
C[C@@H]1CC2=C(C(=O)OC(C)(C)O2)[C@@H](C2CC2)O1 | 11.2%
Cc1ccc2cccc(NC(=O)c3cccc4c(Cl)cccc34)c2n1 | -0.7%
Nc1nc(=O)n(C2CC(O)C(CO)O2)cc1Cl (configuration not stated) | -18.7%
Further structures
SMILES | BRCA1 expr act
COc1cc2c(cc1OC)n(CC(=O)Nc1ccc(C)cc1C)c(=O)n1nc(-c3ccccc3)nc21 | 0.2%
CN(CCN(C)c1nc(-c2cccs2)nc2ccccc12)C(=O)OC(C)(C)C | -3.0%
O=C(Cn1c(=O)n(Cc2ccc(C(=O)NCc3ccc4c(c3)OCO4)cc2)c(=O)c2ccccc21)Nc1ccccc1F | 1.0%
Cc1oc2ncn(CC(C)C)c(=O)c2c1C(=O)NCCCN1CCCCC1C (configuration not stated) | 0.0%
Clc1ccccc1Cn1c(-c2cccs2)nc2ccccc21 | 19.5%
Cc1ccc2nc(CN3CCN(C(=O)Nc4cccc(C)c4C)CC3)oc2c1 | 12.7%
CCc1ccc2[nH]c(=O)c(CN(Cc3cccnc3)Cc3nnnn3Cc3ccccc3)cc2c1 | 0.0%
Cc1ccc(CNC(=O)c2ccc3c(c2)N(Cc2ccccc2Cl)C(=O)CS3)cc1 | -16.7%
Cc1cc(C)cc(CC(=O)N2CCC2(C)C(=O)NS(=O)(=O)c2cc(C)ccc2F)c1 (configuration not stated) | 15.9%
